# PolyA inh: blocks polyadenylation in yeast reporter cells | actives 0.02% (n = 300,000) | calls only at 12 µM | S. cerevisiae SKY197-pL101 polyadenylation reporter, beta-gal luminescence; efflux-impaired pdr1/pdr3 knockout yeast; score 100 = 6 SD above DMSO;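 active means lowest replicate activity score at least 50, where 100 means six control SD above control mean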;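 further: yeast exposed to compound for 9 h at 30 °C; higher score means more reporter readthrough which indicates perturbed polyadenylation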
# GSK3beta inhib: inhibitors of human GSK3beta kinase; GST-GSK3beta kinase, ADP-Glo luminescence, 60 min; stronger effect = lower value; P49841; activity score (negative = inhibition), % at 10 µM; actives 0.038% (n = 300,000); AID 2097;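 active means more than half of replicate wells score below -50%, meaning over 50% inhibition versus plate controls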;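 further: 0% = median DMSO wells and -100% = median GW8510 positive control wells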
# Target sequence (P49841 whole entry, looked up): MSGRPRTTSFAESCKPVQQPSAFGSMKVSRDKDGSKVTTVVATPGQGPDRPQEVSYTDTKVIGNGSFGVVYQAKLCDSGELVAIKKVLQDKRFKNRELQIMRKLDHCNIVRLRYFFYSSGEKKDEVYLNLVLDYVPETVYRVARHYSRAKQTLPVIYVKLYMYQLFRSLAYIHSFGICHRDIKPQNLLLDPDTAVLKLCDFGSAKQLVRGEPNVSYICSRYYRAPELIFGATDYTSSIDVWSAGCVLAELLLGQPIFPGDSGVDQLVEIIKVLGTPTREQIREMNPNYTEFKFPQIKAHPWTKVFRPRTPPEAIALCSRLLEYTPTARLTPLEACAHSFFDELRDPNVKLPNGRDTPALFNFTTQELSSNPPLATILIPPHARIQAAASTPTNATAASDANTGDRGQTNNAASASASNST
#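 Assay system: GST-fused GSK3beta enzyme, cell-free / Medium: Tris pH 7.5 buffer with MgCl2, DTT, BSA, heparin / Also added: peptide substrate plus 25 µM ATP (final) / Compound: 10 µM single point / Timing: kinase reaction with compound 60 min at room temperature / Detection: ADP-Glo luminescence / Benchmarks: DMSO neutral wells and GW8510 at 20 µM as positive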
# AI-2 QS modul: modulates the Vibrio harveyi AI-2 quorum sensing system; Vibrio harveyi JMH597 AI-2 luminescence/OD600 ratio, 9 h; stronger effect = lower value; strain lacks LuxN and CqsS sensors; 0 = neutral-control median; activity change, % at 7.5 µM; actives 0.4% (n = 300,000); AID 2094; in the data active means activity change below about -75%, passing the limit was not always enough;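 further: luminescence divided by OD600 gain over 9 h not by final OD600 alone; inactives centre near 13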
# HSF1 inhib: HSF1 inhibition. activity change, negative = inhibition, % at 7.5 µM (by protocol). NIH3T3-HGL HSE-luciferase, MG132-induced, luminescence 8 h; stronger effect = lower value. actives 0.77% (n = 300,000);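 active means more than half of replicate wells show activity change below -50%, luminescence cut by over half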;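 further: luciferase reports HSF-1 transcriptional activity via heat shock element; 0% = median of DMSO wells and -100% = zero luminescence signal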
# HSF1 activator: increases HSF-1 driven luciferase reporter signal. activation, % at 9 µM. actives 1.7% (n = 300,000). NIH3T3-HGL HSF-1 luciferase reporter, MG132, 8 h; 100% = twice DMSO control signal. AID 504408;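 active means mean replicate activation of at least 50% with a set share of replicates each reaching 50%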;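 further: 0% = median of the neutral control wells and 100% = twice that signal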
# IEC-6 tox: counter-screen for KLF5 inhibitors: cytotoxicity in IEC-6 cells | IEC-6 cytotoxicity, luminescence viability | inhibition, % at 5 µM | actives 0.78% (n = 290,000) | AID 1825; in the data active means inhibition above about 22%;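 further: 0% = plate median of test compound wells and 100% = cytotoxic reference compound wells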
# HSP90 inh: HSP90 refolding inhibition in rabbit reticulocyte lysate; luciferase refolding luminescence, 3 h; AID 1789; inhibition, % at 5.6 µM; actives 0.91% (n = 290,000);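 active means inhibition above the screen-wide mean plus 3 SD, computed separately per campaign, cut at about 16% in these data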;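 further: 0% = DMSO wells and 100% = 60 µM geldanamycin wells; inhibitors lower the luminescence because luciferase stays unfolded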
# GSK3A inh: blocks human GSK-3 alpha kinase. P49840. ADP-Glo luminescence, 60 min. inhibition, % at 10 µM. actives 0.1% (n = 320,000). AID 2650;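 in the data active means inhibition above about 50%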;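 further: GST-tagged GSK-3 alpha with peptide substrate and 25 µM ATP; 0% = DMSO neutral wells and 100% = GW8510 positive control wells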
# Target sequence (P49840 whole entry, looked up): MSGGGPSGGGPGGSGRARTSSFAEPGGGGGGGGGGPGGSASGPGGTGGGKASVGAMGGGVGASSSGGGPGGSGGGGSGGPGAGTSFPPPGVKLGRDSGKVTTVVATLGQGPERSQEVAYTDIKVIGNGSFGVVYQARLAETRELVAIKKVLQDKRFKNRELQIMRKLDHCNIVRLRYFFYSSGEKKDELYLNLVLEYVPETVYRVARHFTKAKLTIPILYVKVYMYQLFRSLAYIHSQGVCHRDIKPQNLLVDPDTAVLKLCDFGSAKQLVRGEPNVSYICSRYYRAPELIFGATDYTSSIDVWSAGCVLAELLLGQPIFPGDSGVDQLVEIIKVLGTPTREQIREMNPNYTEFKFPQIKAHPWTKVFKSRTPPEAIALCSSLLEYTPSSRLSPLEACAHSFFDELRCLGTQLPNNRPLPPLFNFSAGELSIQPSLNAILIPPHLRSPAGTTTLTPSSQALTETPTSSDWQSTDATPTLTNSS
# KLF5 inh: kruppel-like factor 5 inhibition | DLD-1 KLF5 promoter-luciferase reporter, luminescence | inhibition, % at 5 µM | actives 0.23% (n = 290,000) | AID 1700;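 active means inhibition above a per-plate limit of that plate's mean compound inhibition plus 3 SD, cut at about 60% in these data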;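 further: 0% = DMSO wells and 100% = LY294002 at 200 µM; higher means less KLF5 promoter-driven luciferase light; inactives centre near -14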
# aSyn UTR inh: 5' untranslated region of α-synuclein, MLPCN primary screen; actives 0.82% (n = 300,000); inhibition, % (tested at 7.5 µM); alpha-synuclein 5'UTR reporter, inhibitor activity; in the data active means inhibition above about 60%;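 further: H4 neuroglioblastoma cells stably carrying SNCA 5'UTR luciferase fusion; 0% = DMSO wells and 100% = positive control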
# Numbers without * were called inactive; i = inactive; nt = no result given. A portion of the library; rates above refer to the full screens.
SMILES,PolyA inh,GSK3beta inhib,AI-2 QS modul,HSF1 inhib,HSF1 activator,IEC-6 tox,HSP90 inh,GSK3A inh,KLF5 inh,aSyn UTR inh
CC1CCCN(CCCN2C(=O)C3C(C(=O)Nc4cccc(Cl)c4)C4C=CC3(O4)C2C(=O)NC2CCCCC2)C1 (centres undefined),i,1,18,-1,19,-4,-2,4,-25,-6
COc1cccc(C(Nc2ccccn2)c2oc(CO)cc(=O)c2O)c1 (centres undefined),i,3,30,3,10,0,-1,-1,-7,-35
O=C(NNS(=O)(=O)c1ccccc1[N+](=O)[O-])c1cccc(Br)c1,i,0,16,-4,-10,4,3,0,-6,-24
CNS(=O)(=O)c1ccc(OC)c(-c2nnc3c4ccccc4c(C)nn23)c1,i,2,26,-7,17,7,2,2,-10,48
Cc1ccc(-c2cc(-c3ccccc3)c(C#N)c(N)n2)o1,i,-3,24,-9,-8,-2,3,-3,8,14
Cc1ccc(/C=N/NC(=O)c2ccco2)s1,i,2,-1,5,26,-6,-3,1,-87,-136
COc1ccccc1C(=O)NNC(=O)C(=O)Nc1cccc(Cl)c1C,i,1,32,-2,15,7,7,7,-28,0
Cc1ccc(Cl)cc1NC(=O)Cn1cc2c(n1)CCCC2,i,-2,31,0,-2,6,4,5,-13,5
Cc1cc(C)cc(NCc2cc3c(cc2[N+](=O)[O-])OCO3)c1,i,0,37,-1,-5,-4,1,0,-7,-8
CCN(CC)c1ccc(C2CC(=O)Nc3cc(OC)c(OC)cc32)cc1 (centres undefined),i,-1,16,2,8,2,-3,1,-7,10
Cc1ccc(CNC(=O)CC2Nc3c4ccccc4nc(=S)n3C2=O)cc1 (centres undefined),i,3,-1,-1,-4,2,5,1,0,-12
Cc1cccc(-n2c(=O)[nH]c3c(C(N)=O)nc(C(C)C)nc32)c1,i,1,9,0,-8,4,5,-1,12,13
O=C(CSc1ncnc2c1oc1ccccc12)Nc1cccc(F)c1,i,-2,35,-4,-16,0,-3,-3,-10,-12
CC(C)NS(=O)(=O)c1ccc(OCC(=O)NCC2CCCO2)c(Cl)c1 (centres undefined),i,3,7,0,22,1,2,4,-50,22
COc1ccc(S(=O)(=O)N(CC(=O)NCc2ccncc2)c2ccc(C)cc2)cc1OC,i,1,6,5,10,5,0,-1,-9,8
O=C(c1ccccc1)N1N=C(c2ccccc2)CC1c1ccccc1 (centres undefined),i,2,35,8,18,-4,5,0,-4,1
CCCCOc1ccc(-c2cnc3ccccc3n2)cc1,i,1,12,-26,-37,0,-4,-1,-26,101*
COc1cc(NC(=O)Cn2c(-c3cncs3)nc3ccccc32)cc(OC)c1OC,i,3,8,1,1,-1,2,-4,5,12
CCOC(=O)C1CCCN(Cc2nc(N)nc(Nc3ccc(Cl)cc3)n2)C1 (centres undefined),i,1,24,0,-5,-2,-1,0,0,18
Cc1[nH]c2ccc3ccccc3c2c(=O)c1C/C=C/Cl,i,1,25,8,7,2,2,2,-60,-24
Cc1cccc(-n2nnnc2SCc2csc(-c3ccccc3)n2)c1,i,-3,18,2,22,-4,3,-1,-13,-9
Cc1ccc(NC(=O)C2C3/C=C\CCCCC32)cc1 (centres undefined),i,0,17,18,31,2,5,-1,-21,-83
COc1ccc(CCNC(=O)C(C)OC(=O)c2nsc(Cl)c2Cl)cc1OC (centres undefined),i,-5,17,-1,-11,-4,-2,0,-12,5
CS(=O)(=O)N(Cc1ccc(Cl)cc1)c1ccc(C(=O)NCCSc2ccccn2)cc1,i,1,17,-9,9,5,-4,nt,-34,-16
O=S(=O)(c1ccccc1)N1CCN(C2CCN(Cc3ccccc3)CC2)CC1,i,0,15,0,-22,-5,2,0,-18,10
CCCc1nnc2n1N=C(c1ccc(OC)c(OC)c1)CS2,i,-1,18,-1,7,5,0,9,-12,39
C#CCSc1nnnn1-c1cccc(Cl)c1,i,-1,13,-2,3,1,0,4,0,-33
CCOc1cc2[nH]c(=S)n(CCC(=O)NCc3ccc(OC)cc3)c(=O)c2cc1OCC,i,1,19,-10,-2,-7,-2,-1,1,2
CC(=O)c1cccc(Nc2cc(C)nc3ccc(C)cc23)c1,i,2,19,-2,-5,10,4,3,18,-7
CCOC(=O)c1nn(-c2ccccc2)c(=O)cc1OCC(=O)Nc1cc(C)ccc1OC,i,2,10,-1,-9,nt,nt,nt,nt,0

# Reformatted field by field: 2 of the compounds above
> CC(=O)c1cccc(Nc2cc(C)nc3ccc(C)cc23)c1
  PolyA inh: i
  GSK3beta inhib: 2
  AI-2 QS modul: 19
  HSF1 inhib: -2
  HSF1 activator: -5
  IEC-6 tox: 10
  HSP90 inh: 4
  GSK3A inh: 3
  KLF5 inh: 18
  aSyn UTR inh: -7

> Cc1ccc(-c2cc(-c3ccccc3)c(C#N)c(N)n2)o1
  PolyA inh: i
  GSK3beta inhib: -3
  AI-2 QS modul: 24
  HSF1 inhib: -9
  HSF1 activator: -8
  IEC-6 tox: -2
  HSP90 inh: 3
  GSK3A inh: -3
  KLF5 inh: 8
  aSyn UTR inh: 14

# Following part
SMILES,PolyA inh,GSK3beta inhib,AI-2 QS modul,HSF1 inhib,HSF1 activator,IEC-6 tox,HSP90 inh,GSK3A inh,KLF5 inh,aSyn UTR inh
Cc1cc(C(=O)NNC(=O)c2ccc(Cl)cc2)no1,i,-1,1,-6,-24,8,2,0,4,3
Cc1ccc(-n2c(=O)[nH]c3c(C(N)=O)nc(-c4ccc(C)o4)nc32)cc1,i,-6,28,-5,4,4,0,nt,-4,17
COC(=O)c1ccc(NC(=O)C(=O)N2CCN(C(=S)Nc3cccc(C)c3C)CC2)cc1,i,0,15,3,18,-13,0,1,-4,10
O=Cc1ccc(OC(=O)/C=C/c2ccccc2)cc1,i,0,9,15,24,0,4,5,4,-22
CN(C)c1nc(OCCNC(=O)Nc2ccccc2)nc(N2CCCCC2)n1,i,-1,16,-10,-12,-4,-2,0,-15,32
COC(=O)C1=CN(Cc2cccs2)C=C(C(=O)OC)C1c1ccc(OC)cc1OC,i,1,15,3,25,-5,-5,-7,-51,19
COc1ccc([N+](=O)[O-])cc1NC(=O)CSc1nccc(C)n1,i,-1,32,9,35,-7,2,-1,-13,11
Cc1ccc(C(=O)NCCCn2ccnc2)o1,i,nt,nt,-6,-23,1,4,-18,-14,9
CCN(CC(=O)NC(=O)NCc1ccccc1)Cc1ccccc1,i,-2,12,2,-7,0,-6,0,-10,0
CC(C)(C)NC(=O)C(c1ccc(O)cc1)N(Cc1ccco1)C(=O)CCC(=O)Nc1ccccn1 (centres undefined),i,2,13,4,-19,1,-5,0,-17,-14
O=C(O)CCCN1C(=O)/C(=C\C(Cl)=C\c2ccccc2)SC1=S,i,-4,84,45,49,1,2,-2,-10,-225
CC(NC(=O)CCNC(=O)c1ccccc1Cl)c1ccc(-n2ccnc2)cc1 (centres undefined),i,5,-10,-3,3,3,-2,-5,-13,4
Cc1cccc(N=C2NC(=O)/C(=C/c3cccn3C)S2)c1C,i,1,7,6,20,-3,3,0,7,1
CC(C)NS(=O)(=O)c1ccc(CCC(=O)NCc2ccco2)cc1,i,-2,42,-1,7,6,5,0,-5,10
COc1cc2c(cc1OC)-c1cc3ccc4c(c3c[n+]1CC2)OCO4,i,-3,18,-6,-5,-2,0,5,-10,-20
CC1(C)CC(Nc2ccc(Nc3ccccc3)cc2)CC(C)(C)N1,i,-7,25,-3,5,0,5,4,-3,22
NC(=O)Cn1c(=O)n(CCC(=O)Nc2ccc(F)cc2)c(=O)c2sccc21,i,-2,5,5,4,0,3,3,-28,-25
Cc1cccc(NC(=O)CN2C(=O)CCS(=O)(=O)c3ccccc32)c1C,i,1,11,-6,-2,-4,-9,-1,-2,9
CCN(CC)CC(=O)c1ccc(-c2ccccc2)cc1,i,1,10,3,15,-1,4,6,-45,16
CCCC1(C(=O)OCC)NC(c2ccc(OC)cc2OC)C2C(=O)N(c3ccc4c(c3)OCCO4)C(=O)C21 (centres undefined),i,1,13,-1,-23,4,-3,-3,-22,4

# Structures listed above marked active in aSyn UTR inh:
Molecule | PolyA inh | GSK3beta inhib | AI-2 QS modul | HSF1 inhib | HSF1 activator | HSP90 inh | GSK3A inh | KLF5 inh | aSyn UTR inh
CCCCOc1ccc(-c2cnc3ccccc3n2)cc1 | i | 1 | 12 | -26 | -37 | -4 | -1 | -26 | 101*

# (further entries)
SMILES,PolyA inh,GSK3beta inhib,AI-2 QS modul,HSF1 inhib,HSF1 activator,IEC-6 tox,HSP90 inh,GSK3A inh,KLF5 inh,aSyn UTR inh
Cc1cc(-c2n[nH]c(=S)n2/N=C/C=C/c2ccco2)n[nH]1,i,-3,18,-6,10,-32,2,1,-7,-8
NC(=O)c1ccc(C(F)(F)F)n(Cc2ccc(Cl)cc2)c1=O,i,-4,9,3,22,2,-1,-1,-17,15
CCCCN1C(=O)C(O)(c2ccccc2)c2cc(Br)ccc21 (centres undefined),i,-2,4,0,13,-2,1,-3,-28,12
COc1cc(C(=O)NCC(=O)N/N=C(/C)c2cccs2)cc(OC)c1OC,i,1,9,4,10,-5,6,1,-11,11
Cc1ccccc1C(=O)NCCCNC(=O)c1ccccc1C,i,1,8,-4,15,nt,nt,-3,nt,-8
CN(C)CCCNC(=O)/C(=C/c1ccc(-c2ccc([N+](=O)[O-])cc2)o1)NC(=O)c1ccccc1,i,-3,2,7,6,3,2,8,-15,-4
O=[N+]([O-])c1cccc2c(N3CCOCC3)ccnc12,i,-1,18,21,37,3,2,2,-15,18
CCOc1ccc(/C=C(/NC(=O)c2ccccc2Cl)C(=O)O)cc1,i,-1,9,1,-2,3,2,3,-10,14

# One compound at a time (already shown). Values in the order: PolyA inh, GSK3beta inhib, AI-2 QS modul, HSF1 inhib, HSF1 activator, IEC-6 tox, HSP90 inh, GSK3A inh, KLF5 inh, aSyn UTR inh
# CN(C)c1nc(OCCNC(=O)Nc2ccccc2)nc(N2CCCCC2)n1 is listed with i, -1, 16, -10, -12, -4, -2, 0, -15, 32
# CCOC(=O)C1CCCN(Cc2nc(N)nc(Nc3ccc(Cl)cc3)n2)C1 (centres undefined) is listed with i, 1, 24, 0, -5, -2, -1, 0, 0, 18
# COc1cc(C(=O)NCC(=O)N/N=C(/C)c2cccs2)cc(OC)c1OC is listed with i, 1, 9, 4, 10, -5, 6, 1, -11, 11
# COc1ccccc1C(=O)NNC(=O)C(=O)Nc1cccc(Cl)c1C is listed with i, 1, 32, -2, 15, 7, 7, 7, -28, 0

# Screening results from PubChem BioAssay.
